# Screening data (PubChem BioAssay)
# D1 PAM = Potentiators of Human D1 Dopamine Receptor: qHTS; D(1A) dopamine receptor (Homo sapiens), P21728; HEK293 TREx D1 cells, calcium flux, dopamine EC20 potentiation; potentiation, % at 10 µM; 360,000 compounds, 0.036% hits; AID 504651, 2011; in the data active = potentiation above about 30%; note: 0% is about no effect
# Target sequence (P21728 whole entry, looked up): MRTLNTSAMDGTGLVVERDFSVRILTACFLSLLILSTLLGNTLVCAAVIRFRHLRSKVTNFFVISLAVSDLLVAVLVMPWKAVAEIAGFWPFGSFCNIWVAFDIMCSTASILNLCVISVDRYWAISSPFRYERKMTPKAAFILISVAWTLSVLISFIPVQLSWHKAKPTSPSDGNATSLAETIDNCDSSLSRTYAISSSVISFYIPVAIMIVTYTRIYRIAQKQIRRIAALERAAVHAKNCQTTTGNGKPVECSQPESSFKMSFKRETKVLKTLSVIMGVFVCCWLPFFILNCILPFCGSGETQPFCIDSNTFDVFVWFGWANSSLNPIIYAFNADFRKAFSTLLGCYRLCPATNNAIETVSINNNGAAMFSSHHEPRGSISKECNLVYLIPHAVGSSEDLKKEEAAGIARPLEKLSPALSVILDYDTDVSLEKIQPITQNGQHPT
# D2 potentiator = HTS Assay for Positive Allosteric Modulators of the Human D2 Dopamine Receptor: Primary Screen for Potentiators; potentiation, % at 10 µM; D(2) dopamine receptor (Homo sapiens), P14416; HEK293 T-REx D2, calcium flux, EC20 dopamine potentiation; 340,000 compounds, 0.34% hits;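 active = potentiation over 3 SD above the plate norm, cut at about 30% in these data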; note: 0% is about no effect
#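 Tetracycline-induced Hek293 Trex D2 cells, force-coupled to calcium, loaded with no-wash calcium dye. Compound added with 180 s kinetic read for agonism, then EC20 dopamine and a further 180 s read for potentiation.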
# D1 agonist = Allosteric Agonists of the Human D1 Dopamine Receptor: qHTS; D(1A) dopamine receptor (Homo sapiens), P21728; HEK293 T-REx D1 cells, calcium flux, agonist mode; activation, % at 2 µM; 360,000 compounds, 1% hits; AID 504660, 2011; in the data active = activation above about 30%; note: 0% is about no effect
#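 Tetracycline-induced HEK293 TREx D1 cells, force-coupled to calcium signalling, were dye-loaded with a no-wash calcium kit. Compound was pin-added after a 10 s baseline. Fluorescence was read kinetically at 1 cycle/s for 180 s, with calcium rises flagged as agonism.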
# TRHR agonist = qHTS for Small Molecule Agonists and Allosteric Enhancers of Human TRH Receptor: Primary Screen for Agonists. Thyrotropin-releasing hormone receptor (Homo sapiens), P34981. TRHR cells, calcium flux fluo-8, FDSS agonist mode. activation, % at 2 µM. 360,000 compounds, 0.18% hits. AID 493084, 2011; in the data active = activation above about 30%; note: 0% is about no effect
# Target sequence (P34981 whole entry, looked up): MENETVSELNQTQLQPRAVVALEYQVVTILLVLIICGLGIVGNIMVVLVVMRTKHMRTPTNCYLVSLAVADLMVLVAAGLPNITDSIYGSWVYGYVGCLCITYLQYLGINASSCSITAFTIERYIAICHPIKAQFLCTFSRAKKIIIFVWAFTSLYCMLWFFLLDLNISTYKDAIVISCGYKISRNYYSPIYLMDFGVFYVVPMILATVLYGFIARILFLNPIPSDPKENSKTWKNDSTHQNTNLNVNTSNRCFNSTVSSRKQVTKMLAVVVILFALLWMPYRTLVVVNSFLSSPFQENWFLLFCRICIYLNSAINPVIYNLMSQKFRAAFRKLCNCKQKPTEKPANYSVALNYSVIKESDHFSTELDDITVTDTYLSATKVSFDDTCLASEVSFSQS
#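 Steps: seed TRHR cells overnight; add fluo-8 no-wash Ca dye, RT 30 min–1.5 h; record 10 s baseline; pin-transfer compounds; monitor fluorescence 1 cycle/s for the agonist window. Calcium increases flag candidate agonists.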
# TRHR PAM = qHTS for Small Molecule Agonists and Allosteric Enhancers of Human TRH Receptor: Primary Screen for Enhancers. Thyrotropin-releasing hormone receptor (Homo sapiens), P34981. TRHR cells, fluo-8 calcium fluorescence, EC20 TRH enhancement. enhancement, % at 2 µM. 360,000 compounds, 0.66% hits; in the data active = enhancement above about 30%; note: 0% is about no effect
#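 TRHR-expressing cells loaded with fluo-8 calcium dye were read kinetically (ex 480/em 530) during compound addition, then stimulated with an EC20 of TRH (10 nM final). Enhancement of the Gq-mediated intracellular calcium response was scored.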
# D1 antag = Antagonist of Human D 1 Dopamine Receptor: qHTS | D(1A) dopamine receptor (Homo sapiens), P21728 | HEK293 TREx D1 cells, calcium flux, dopamine EC80; stronger effect = lower value | activity change, negative = inhibition, % at 10 µM | 360,000 compounds, 3.2% hits; in the data active = activity change below about -30%; note: % is set by controls: 0 for no effect and ±100 for the full control effect
#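 After overnight tetracycline induction at 30 C, force-coupled D1 HEK293 cells took up a no-wash calcium dye at room temperature. Compounds were added and monitored 180 s, and the response to EC80 dopamine was then recorded.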
# Anesthetic bind = qHTS Assay for Identification of Novel General Anesthetics | Ferritin light chain (Equus caballus), P02791 | Potency, µM (titrated, usually from 77.5 µM), inactives show at the highest dose activity change, negative = displacement, most hits filed as inhibitors | 350,000 compounds, 0.074% hits | apoferritin/1-aminoanthracene competitive binding, fluorescence; note: potency is the fitted concentration of half-maximal effect; % is set by controls: 0 for no effect and ±100 for the full control effect; nearly all actives have a fitted effect of over 20% in size
# Target sequence (P02791 2-175 limits assumed): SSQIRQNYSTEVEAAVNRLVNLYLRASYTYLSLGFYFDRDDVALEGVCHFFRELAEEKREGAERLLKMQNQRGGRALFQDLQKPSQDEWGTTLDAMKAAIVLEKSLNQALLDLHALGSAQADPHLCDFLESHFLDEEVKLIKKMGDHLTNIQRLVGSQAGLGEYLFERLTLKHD
#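 Horse-spleen apoferritin (10 uM) was mixed with 50% saturated 1-aminoanthracene in PBS, exposed to compounds for 10 min at room temperature, and read for fluorescence (ex 380 nm, em 535 nm). Competitive displacement was fitted with a four-parameter Hill equation.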
# RXFP1 antag = qHTS Assay for Antagonists of the Relaxin Receptor RXFP1; activity change, negative = inhibition, % at 57.5 µM; 350,000 compounds, 0.59% hits; HEK293-RXFP1, relaxin-stimulated cAMP HTRF, 30 min; stronger effect = lower value; Relaxin receptor 1 (Homo sapiens), Q9HBX9;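 active = activity change of -60% or lower, but not beyond a set lower limit; inconclusive = change between -60% and -40%, or beyond the set limit; inactive = change above -40%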; note: % is set by controls: 0 for no effect and ±100 for the full control effect
# RXFP1 agonist = qHTS Assay for Agonists of the Relaxin Receptor RXFP1; AID 2676, 2010; Potency, µM (highest dose often 57.5 µM), without a hit: top-dose activation, actives largely listed as activators; HEK293T-RXFP1 cAMP TR-FRET, 30 min; response scale: percent of porcine relaxin response, buffer zero; Relaxin receptor 1 (Homo sapiens), Q9HBX9; 370,000 compounds, 0.3% hits; note: potency is the fitted concentration of half-maximal effect; % is set by controls: 0 for no effect and ±100 for the full control effect; nearly all actives have a fitted effect of over 60% in size; many of its hits are not listed in these tables
#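 Agonist response is measured as cAMP accumulation in an RXFP1-transfected HEK293T line under PDE4 inhibition. Values are scaled between buffer-only and 29 nM porcine relaxin, and EC50s come from standard Hill equation fits.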
# Starred values were filed as active, the others as inactive; ? = inconclusive; · = not tested or not shown; [ ] = another dose, or the depositor's remark. Unless noted, calls come from the whole dose curve; as a rule, active = well fitted curve in the direction sought with a large enough effect; inconclusive = small, poorly fitted or top-dose-only effect, or another doubt; inactive = no such curve, though single readings can be large; an effect the other way counts as inactive or inconclusive.
SMILES,D1 PAM,D2 potentiator,D1 agonist,TRHR agonist,TRHR PAM,D1 antag,Anesthetic bind,RXFP1 antag,RXFP1 agonist
COC(=O)CSc1nnc(CNC(=O)c2ccc(S(=O)(=O)N(C)C)cc2)n1C,-2.1,-2.2,3.8,0.1,-1.0,7.7,-2.1%,-3.9,0.6%
COc1ccc2nc(N(Cc3cccnc3)C(=O)c3ccc4c(c3)OCCO4)sc2c1,-1.4,7.5,5.3,0.2,-2.5,-6.6,-5.9%,5.6,5.3%
O=C(O)C1Cc2c([nH]c3ccccc23)C(c2ccc3c(c2)OCO3)N1 (configuration not stated),-5.7,3.8,4.7,0.9,8.9,-23.9,-13.9%,-14.8,0.6%
Nc1c(C(=O)Nc2ccc(Br)cc2)sc2nc(-c3ccncc3)ccc12,-5.6,-16.7,9.7,4.3,5.3,7.0,12.0%,-8.3,6.0%
O=C(NCc1nc2ccccc2[nH]1)C1=C[C@H](C2CC2)C[C@H](OCc2ccc(CO)cc2)O1,-1.7,2.2,-0.8,-0.5,-4.4,11.9,-20.7%,·,0.8%
Cc1ccccc1S(=O)(=O)N1CC(C(=O)O)=CC[C@H]1c1ccc(Cl)cc1,-7.0,-3.1,0.1,-0.2,7.8,-29.7,·,·,0.2%
O=[N+]([O-])c1ccc(-c2csc(NN=C3CCCC3)n2)cc1,-3.5,6.5,1.5,-0.2,2.2,0.6,-0.8%,-13.6,-1.2%
CC1(C)CC(=O)C2=C(C1)NC(=O)CC2c1cc2c(cc1Br)OCO2 (configuration not stated),-5.4,-1.7,0.0,0.5,-7.1,9.8,-8.8%,0.3,0.4%
CCOc1ccc(NC(=O)C/C(C)=N/NC(=O)Cc2ccc(Cl)cc2)cc1,-5.5,-6.9,0.3,-0.1,-7.4,-10.3,-13.3%,3.0,1.0%
CC(C)OC(=O)C1CC(C)(O)C(=O)C(C(=O)OC(C)C)C1c1ccc([N+](=O)[O-])cc1 (configuration not stated),1.2,·,6.3,0.2,-9.1,-1.4,-11.1%,-9.5,0.5%
CCOC(=O)Cc1csc(SCC(=O)NC2CCCC2)n1,-7.8,-6.9,1.5,0.0,51.6*,-11.6,·,-4.3,1.5%
CCCn1c(N)c(C(=O)COC(=O)c2cccc(S(=O)(=O)N3CCOCC3)c2)c(=O)[nH]c1=O,-7.4,-2.5,3.7,0.0,3.9,2.8,·,7.7,2.5%
CN(C(=O)c1cccc([N+](=O)[O-])c1)c1ccccc1C(=O)NCc1ccccc1,-0.9,·,0.0,-0.5,0.3,9.1,-14.2%,-13.0,0.5%
COc1ccc(NC(=O)CN(C)C(=O)Cc2c(C)nc3ccccc3c2C)cc1,-2.1,17.6,1.2,0.0,1.1,-3.9,·,2.0,-1.7%
COc1cccc2c1Oc1ncccc1N(C(=O)CCC(=O)NCc1ccc(F)cc1)C2,3.9,-5.5,2.1,0.0,-3.6,-17.7,-9.8%,9.4,3.0%
Cc1c(C(=O)N2CCCC2)oc2ccc(Br)cc12,2.1,7.1,2.3,-1.2,1.1,-6.5,-23.0%,-1.6,2.8%
O=P(COCCOCCOCCOCP(=O)(c1ccccc1)c1ccccc1)(c1ccccc1)c1ccccc1,1.5,-0.2,1.4,0.2,-2.9,-7.2,-5.7%,3.8,0.9%
CCN1C(=O)C(Cc2nc3ccccc3c(=O)n2-c2ccc(OC)cc2)c2cc(C)ccc21 (configuration not stated),-0.9,11.7,4.5,3.5,-2.6,16.4,-2.0%,-4.5,-1.2%
N#Cc1cc([N+](=O)[O-])cnc1N(CCO)CCO,-2.6,·,2.3,1.3,-1.5,-13.2,-9.0%,-18.0,2.3%
COc1cccc(CNC(=O)C2(C)Oc3ccccc3NC2=O)c1 (configuration not stated),-2.7,2.2,0.2,-0.5,11.2,0.6,-17.8%,5.9,2.9%
Cc1cc(NC(=O)c2cccs2)n(-c2ccccc2)n1,-2.1,-5.7,0.4,0.1,-0.9,3.0,0.2%,3.7,2.8%
Cc1ccc(-c2csc(NC(=O)C3=COCCO3)n2)cc1,-1.6,-3.9,-0.4,-0.4,-1.9,-8.1,-8.5%,-1.4,0.3%
COC(=O)c1ccccc1NC(=O)CSc1nc(NC(=O)c2ccccc2)c2c(C)c(C)oc2n1,3.0,-6.8,7.1,0.5,-7.6,7.8,-7.3%,-2.6,3.9%
Cc1ccc(C(=O)c2cn(Cc3ccc(F)cc3)c3nc(C)ccc3c2=O)cc1,1.2,·,14.2,-2.4,12.7,24.9,-23.8%,·,?
CCN(c1ccccc1)S(=O)(=O)c1ccc(C(=O)N(CCN(C)C)c2nc3c(F)cc(F)cc3s2)cc1,-9.2,-14.6,3.2,0.5,1.9,-16.9,-8.0%,·,1.3%
COC(=O)c1nc(-c2ccccc2)oc1N(C)C,-4.2,-1.9,2.4,-1.2,5.0,9.4,4.2%,17.7,4.8%
Cc1ccc(N2C(=O)c3ccccc3NC2c2ccccc2O)cc1 (configuration not stated),2.0,9.0,0.8,-0.2,4.9,1.9,5.8%,5.6,-2.2%
Cc1nc(C)n(CC(O)COc2ccc3c(c2)CCC3)n1 (configuration not stated),-8.4,9.1,2.7,0.8,-7.4,-2.7,-1.7%,0.9,-0.8%
CCN(CCCNC(=O)CN1N=C(c2ccc(C)cc2)CCC1=O)c1ccccc1,1.3,9.2,1.1,-1.1,-8.5,-9.7,189.8%[activator],8.7,-0.7%
Cc1sc(NC(=O)CN2C(=O)NC3(CCCC3)C2=O)nc1-c1ccc(F)cc1,-3.5,-0.8,0.0,-0.2,10.9,-11.7,·,-29.2,0.9%

# One compound at a time, from the list above:
# O=C(O)C1Cc2c([nH]c3ccccc23)C(c2ccc3c(c2)OCO3)N1 (configuration not stated) as listed: D1 PAM: -5.7; D2 potentiator: 3.8; D1 agonist: 4.7; TRHR agonist: 0.9; TRHR PAM: 8.9; D1 antag: -23.9; Anesthetic bind: -13.9%; RXFP1 antag: -14.8; RXFP1 agonist: 0.6%
# N#Cc1cc([N+](=O)[O-])cnc1N(CCO)CCO as listed: D1 PAM: -2.6; D2 potentiator: ·; D1 agonist: 2.3; TRHR agonist: 1.3; TRHR PAM: -1.5; D1 antag: -13.2; Anesthetic bind: -9.0%; RXFP1 antag: -18.0; RXFP1 agonist: 2.3%

# New compounds follow
SMILES,D1 PAM,D2 potentiator,D1 agonist,TRHR agonist,TRHR PAM,D1 antag,Anesthetic bind,RXFP1 antag,RXFP1 agonist
Cc1onc(-c2c(F)cccc2Cl)c1C(=O)NCc1ccc2c(c1)OCO2,-6.8,0.0,7.2,-0.1,-2.7,0.0,-4.5%,-5.4,0.4%
CCc1ccc(OCc2nc(-c3ccc(OC)cc3)no2)c(Br)c1,0.1,-6.3,27.3,2.1,-0.9,-14.3,62.2%[activator],-36.4,-0.2%
Cc1[nH]c2ccccc2c1C(=O)COC(=O)c1c(-c2c(F)cccc2Cl)noc1C,-9.7,18.9,3.6,1.7,-5.4,7.2,-12.5%,-14.1,2.8%
CC(C)[C@H](NC(=O)c1ccco1)C(=O)OCC(=O)c1ccc2c(c1)NC(=O)CO2,-5.8,9.3,0.8,0.5,-5.7,0.5,-19.2%,-14.0,-0.8%
NC(=O)Cn1cc(/C=N/NC(=O)c2ccc(Cn3cc(Cl)cn3)o2)c(-c2ccccc2)n1,-7.5,8.3,1.7,0.4,-3.4,2.2,-16.3%,4.0,-0.7%
COC(=O)CCCC1=CC2=CC(=O)C(C)(OC(=O)c3cccs3)C(=O)C2=CN1C1CC1 (configuration not stated),-6.8,-4.2,3.7,-0.1,7.0,1.7,-1.1%,·,0.0%
NC(=O)c1ccc(-c2nnc(Nc3ccc(S(N)(=O)=O)cc3)c3ccccc23)cc1,2.0,2.4,0.2,-0.4,1.9,4.7,-0.7%,-13.1,-1.5%
OC(COc1ccc2ccccc2c1)Cn1cncn1 (configuration not stated),-1.9,2.7,5.2,0.5,7.3,8.0,-6.6%,3.6,-2.2%
Cc1ccc(S(=O)(=O)N2CCN(C(=O)Cn3nc(C)c([N+](=O)[O-])c3C)CC2)cc1,-5.7,-13.2,1.4,-1.1,-0.1,15.6,·,-0.8,0.7%
CCC(Nc1ccc(-c2nc(-c3ccco3)no2)cc1[N+](=O)[O-])c1ccccc1 (configuration not stated),-2.9,-26.5,14.9,0.9,1.6,-16.1,-5.3%,·,7.2%
COc1cc(C(=O)N2CCN(C)C(C)C2)ccc1OC1CCN(C(C)=O)CC1 (configuration not stated),-0.8,15.7,0.5,0.7,-1.9,-4.6,-1.4%,-2.1,3.5%
CSC1=N/C(=C\c2ccc(F)cc2)C(=O)S1,-0.5,-7.7,2.9,-0.3,-1.6,5.2,-13.4%,-14.8,-0.8%
CCOC(=O)C(=CNc1cccc(C)n1)C(=O)OCC,1.7,-1.4,4.9,-0.3,-4.8,-1.6,6.9%,1.0,-3.0%
Cc1ccc(-c2noc(-c3ccccc3C(=O)N3CCN(C)CC3)n2)cc1,1.8,3.5,3.8,-0.1,-4.8,18.5,-13.9%,-14.5,1.1%
O=c1c2oc3ccccc3c2n(Cc2ccccc2F)c(=O)n1Cc1ccc2c(c1)OCO2,1.4,-1.4,2.8,0.2,-3.6,12.3,-15.5%,4.3,7.4%
COc1ccc(Oc2ccccc2/C=C/C(=O)O)cc1,6.6,-2.6,2.5,-0.1,3.5,-9.8,1.1%,19.4,-1.2%
CCOC(=O)c1c(CS(=O)(=O)c2ccccc2)n(C)c2cc(Br)c(O)cc12,3.9,-13.0,1.1,-0.9,0.8,6.5,-5.5%,-4.9,1.3%
Cn1cc(CN2CCC(Oc3ccc(C(=O)N4CCCCC4)cc3)CC2)cn1,1.6,7.1,3.1,1.1,-0.5,6.5,-4.3%,-8.1,-0.4%

# The list is partial (hit frequency here may not be typical).
